NOD2-RIPK2 inh = NOD2-RIPK2 protein interaction inhibition | CHO BLA complementation NOD2-RIPK2, CCF4 ratio | inhibition, % at 4.98 µM | 0.38% of 360,000 active | AID 624267; in the data active = inhibition above about 21%;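 also: 0% = vehicle only and 100% = reference blocker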
TLR9-MyD88 block = TLR9-MyD88 interaction inhibition. Q9NR96+Q99836. CHO BLA complementation TLR9-MyD88, CCF4 FRET ratio. inhibition, % at 4.98 µM. 0.21% of 340,000 active;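 active = inhibition above the mean over all tested compounds plus 3 SD, cut at about 21% in these data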;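 also: 0% = DMSO only wells and 100% = clavulanate BLA inhibitor control wells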
Target sequence (Q99836 whole entry, looked up): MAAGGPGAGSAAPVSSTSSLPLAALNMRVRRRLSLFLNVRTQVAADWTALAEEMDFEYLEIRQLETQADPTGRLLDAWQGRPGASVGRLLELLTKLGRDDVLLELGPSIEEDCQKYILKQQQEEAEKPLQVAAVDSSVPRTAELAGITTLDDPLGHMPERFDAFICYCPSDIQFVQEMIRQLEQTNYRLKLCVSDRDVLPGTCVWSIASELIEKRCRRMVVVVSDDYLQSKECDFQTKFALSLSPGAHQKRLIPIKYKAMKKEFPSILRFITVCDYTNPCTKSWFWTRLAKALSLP
Target sequence (Q9NR96 whole entry, looked up): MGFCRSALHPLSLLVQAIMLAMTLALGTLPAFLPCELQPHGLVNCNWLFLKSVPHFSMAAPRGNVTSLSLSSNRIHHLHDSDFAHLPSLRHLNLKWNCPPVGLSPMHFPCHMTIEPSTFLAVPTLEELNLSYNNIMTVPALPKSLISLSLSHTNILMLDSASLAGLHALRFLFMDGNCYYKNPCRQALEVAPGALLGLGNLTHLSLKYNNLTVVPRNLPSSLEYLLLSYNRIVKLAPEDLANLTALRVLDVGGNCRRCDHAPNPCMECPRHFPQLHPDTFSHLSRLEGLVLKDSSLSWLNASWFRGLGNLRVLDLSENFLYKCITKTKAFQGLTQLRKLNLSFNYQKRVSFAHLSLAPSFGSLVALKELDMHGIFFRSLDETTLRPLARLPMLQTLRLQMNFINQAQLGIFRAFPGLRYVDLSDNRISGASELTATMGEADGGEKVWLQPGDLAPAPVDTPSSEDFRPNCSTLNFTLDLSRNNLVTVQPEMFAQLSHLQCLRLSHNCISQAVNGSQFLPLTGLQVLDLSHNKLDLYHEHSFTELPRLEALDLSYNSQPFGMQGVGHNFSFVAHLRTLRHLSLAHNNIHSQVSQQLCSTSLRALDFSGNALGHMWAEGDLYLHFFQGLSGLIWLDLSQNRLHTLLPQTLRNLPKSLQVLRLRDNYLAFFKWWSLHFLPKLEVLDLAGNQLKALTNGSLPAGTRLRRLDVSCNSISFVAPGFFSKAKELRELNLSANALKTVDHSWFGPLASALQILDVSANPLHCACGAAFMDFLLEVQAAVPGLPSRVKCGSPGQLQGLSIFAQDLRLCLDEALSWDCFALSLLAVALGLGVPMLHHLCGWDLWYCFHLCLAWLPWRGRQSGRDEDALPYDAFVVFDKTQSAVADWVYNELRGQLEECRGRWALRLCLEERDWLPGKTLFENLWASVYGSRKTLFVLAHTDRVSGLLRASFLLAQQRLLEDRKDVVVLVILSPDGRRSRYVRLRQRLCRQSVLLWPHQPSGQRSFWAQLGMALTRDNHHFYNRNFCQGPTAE
MC4R antag cAMP = blocks human MC4R cAMP signaling; MC4R-expressing cells, MTII-stimulated cAMP, LANCE TR-FRET; P32245; inhibition, % at 6.5 µM; AID 540295; 0.48% of 360,000 active;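 active = inhibition above its plate's cutoff, the mean of tested wells on that plate plus 3 SD, cut at about 29% in these data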;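 also: 0% = Melanotan II alone and 100% = Melanotan II plus saturating MCL0020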
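Material: human MC4R-expressing U2OS cells. Probe or stimulus: Melanotan II challenge. Dosing: 6.5 µM single dose. Times: 30-min compound, 1-h challenge, 1-h detection, room temperature. Technique: TR-FRET with Eu-cAMP and labeled anti-cAMP, 671 nm. Replication: singlicate.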
NCOA2 inhibitor = human SRC2 (NCOA2) inhibition | HEK293 GAL4-SRC2 luciferase reporter, luminescence | inhibition, % at 9 µM | 0.17% of 370,000 active | AID 651957;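 active = inhibition above the mean inhibition of all tested compounds plus 3 SD, set per campaign, cut at about 52% in these data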;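 also: 0% = DMSO treated cells and 100% = cells given Gossypol at 36 µM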
LRH-1 inv ag = NR5A2 inverse agonism in reporter assay | 0.13% of 360,000 active | HEK293T StAR-luciferase reporter, LRH-1 transfected, 24 h | O00482 | inhibition, % at 3.6 µM;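 active = inhibition above the mean inhibition of all tested compounds plus 3 SD, cut at about 73% in these data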;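 also: 0% = DMSO wells and 100% = reporter-only cells lacking LRH-1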
EBV LMP1 NFkB = Epstein-Barr LMP1 NF-kappaB reporter inhibition | LMP1-induced NF-kappaB luciferase reporter cells, luminescence | AID 504558 | 0.69% of 350,000 active | inhibition, % at 12.5 µM; in the data active = inhibition above about 41%;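 also: 0% = neutral control wells and 100% = reference inhibitor control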
MC4R barr agon = human MC4R agonism via beta-arrestin | P32245 | 0.98% of 360,000 active | activation, % at 8.9 µM | U2OS MC4R beta-arrestin complementation, luminescence; percent of melanotan II response, DMSO zero;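 active = activation above a per-plate cutoff, the mean activation of sample wells on that plate plus 3 SD, cut at about 8% in these data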
ABHD5-PLIN5 inh = blocks binding of human ABHD5 to perilipin-5 | Split G. princeps luciferase complementation, luminescence, 4 h | inhibition, % at 4 µM | 0.78% of 360,000 active | AID 602281;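 active = inhibition above the mean inhibition across every tested compound plus 3 SD, cut at about 22% in these data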;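 also: 0% = DMSO only wells and the 100% control is not disclosed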
COUP-TFII inh = NR2F2 (human) inhibition, primary screen | P24468 | 0.7% of 370,000 active | HEK293T NGFI-A luciferase reporter, luminescence | inhibition, % at 8.6 µM;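 active = inhibition above a per-plate cutoff, mean inhibition of test wells between control levels plus 3 SD, cut at about 38% in these data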;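 also: cells cotransfected with COUP-TFII expression vector driving the NGFI-A reporter; 0% = median of COUP-TF2 test wells and 100% = reporter-only cells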
SRC1 inh = inhibitors of human steroid receptor coactivator 1 (SRC1). Q15788. HEK293 GAL4-SRC1 luciferase reporter, luminescence. inhibition, % at 3.6 µM. 0.12% of 360,000 active;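 active = inhibition above the campaign mean plus 3 SD, with each screening campaign given its own cutoff, cut at about 60% in these data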;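 also: 0% = DMSO treated cells and 100% = gossypol at 36 µM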
SRC3 inh = human NCOA3 inhibition; Q9Y6Q9; HEK293 GAL4-SRC3 luciferase reporter, luminescence; inhibition, % at 3.6 µM; 0.17% of 360,000 active; AID 588352;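 active = inhibition above a per-campaign cutoff, the mean of all compounds plus 3 SD, cut at about 60% in these data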;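 also: 0% = DMSO-treated cells and 100% = gossypol-treated cells at 36 µM; higher means less SRC3-driven luciferase light from the GAL4 reporter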
* hit, by the source's call; · = not tested or not shown. These rows are one share of the data. The share of hits here may be higher or lower than overall.

SRC1 inh,SRC3 inh,EBV LMP1 NFkB,ABHD5-PLIN5 inh,LRH-1 inv ag,MC4R antag cAMP,NOD2-RIPK2 inh,TLR9-MyD88 block,COUP-TFII inh,NCOA2 inhibitor,MC4R barr agon,structure
-6,4,8,12,17,-1,-8,2,-7,-16,0.3,Cc1cc(C(=O)COC(=O)c2ccc(O)cc2)c(C)n1CC1COc2ccccc2O1 (configuration not stated)
-2,1,-4,-1,-9,10,-5,-4,-21,-11,0.4,Cn1c(=NCC(O)COc2ccccc2)sc2ccccc21 (configuration not stated)
17,2,2,0,12,-4,-2,-2,2,-12,-0.7,COc1ccc(CCC(N)=O)cc1OC
6,18,-9,-2,1,-4,1,-1,21,-6,0.4,CC1COC(Cn2c3ccccc3c3ccccc32)O1 (configuration not stated)
-2,-20,4,2,9,5,-3,3,6,1,-1.3,Cc1ccc(NS(=O)(=O)c2ccc3c(c2)oc(=O)n3C)cc1
-6,4,3,3,-19,10,3,0,1,-21,-0.1,COc1ccc(C(=O)NC(=S)Nc2ccc(Cl)cn2)cc1OC
1,10,-3,-5,14,0,-6,1,-2,4,1.0,CC(C)n1ncc2c(C(=O)NCc3ccccc3CN(C)C)cc(C3CC3)nc21
-7,15,14,1,-22,5,-13,-3,7,-8,-1.0,O=C(c1cc(Cl)ccc1O)N1CCN(S(=O)(=O)Cc2ccccc2)CC1
5,2,12,0,-19,-13,-2,6,-15,5,3.5,Cc1cc(SCC#N)n2nc(C)c(-c3ccc(Cl)cc3)c2n1
12,-8,5,0,-3,1,-3,11,-6,-5,-1.1,CN1CCN(CC(O)Cn2c3ccccc3c3ccccc32)CC1 (configuration not stated)
5,-67,-1,-1,-4,8,1,-9,7,7,0.2,Cc1ccnc(NS(=O)(=O)c2ccc(NS(=O)(=O)c3cccs3)cc2)n1
1,-20,-2,-3,3,-4,7,-4,10,7,-1.9,COc1ccc(C(=O)NNC(=O)C(=O)/C=C(\O)c2ccc(C)cc2)cc1
20,50,10,-3,-4,5,-11,1,1,-24,-0.7,COc1ccc(CCN2C(=O)c3cccc4c(C(=O)N5CCCCC5)ccc(c34)C2=O)cc1OC
14,-12,·,-1,8,1,5,·,-11,-1,-1.1,CSc1ccc(CN2CCC(C)(Oc3ccccc3F)C2)cc1 (configuration not stated)
4,-24,6,-11,-10,0,4,0,-4,5,-0.6,CC12CCC(=O)N1C(C(=O)NCCN1C(=O)S/C(=C\c3ccccc3F)C1=O)CS2 (configuration not stated)
14,10,2,-6,-25,-2,-1,6,-6,-17,-1.6,CCn1c(SCC(=O)NCCc2ccccc2)nnc1-c1cccs1
-12,6,1,-12,-8,2,7,0,·,·,-1.5,COc1cccc(NC(=O)N2CCN(C(=O)C(Cc3ccc(OC)c(OC)c3)NC(C)=O)CC2)c1 (configuration not stated)
-5,-22,-6,85*,-6,16,-3,-5,13,-32,-1.0,O=C(CC(Nc1cccc(Cl)c1Cl)C(=O)O)c1ccccc1 (configuration not stated)
-4,6,2,1,7,1,-9,5,-7,-11,-1.4,CC(=O)OCCc1[nH]c2ccccc2c1C
-6,-20,-3,10,-4,12,-5,-16,14,-16,1.9,CCOC(=O)c1cnn(-c2cc(C)nc3c(-c4ccccc4)c(C)nn23)c1N
6,-1,-1,1,-18,7,3,-7,-7,0,-1.5,CCOc1ccc(NC(=S)Nc2ccc(OC)cc2)cc1
3,-15,-2,3,-3,6,5,0,6,-18,-3.6,CC(=O)NC1CCN(CC(=O)Nc2cccc([N+](=O)[O-])c2)CC1
-7,8,2,-5,12,0,-10,4,14,-4,-0.5,CCOC(=O)c1ccccc1N1C(=O)CSC1=S
6,12,4,-2,8,11,2,-4,4,9,1.3,COC(=O)C(NC(C)=O)(Nc1ccc(C)cn1)C(F)(F)F (configuration not stated)
-52,4,-5,11,8,0,-4,-10,3,-3,0.2,COc1cc(Cl)c(S(=O)(=O)NCCCN2CCOCC2)cc1Cl
-78,-46,-12,6,-69,6,-6,7,1,-30,-2.5,Cc1ccc(C(=O)Cn2c(-c3ccccc3)noc2=O)cc1
12,-15,-3,-6,-27,6,-5,0,3,4,-1.9,Cc1noc(C)c1COc1ccccc1C(=O)N1CCN(c2cccc(Cl)c2)CC1
-16,-55,-8,-9,-38,-6,-9,3,-19,-16,0.4,Cc1cc(O)ccc1Nc1nc(-c2cccnc2)cs1
-3,1,0,1,13,3,-1,5,12,1,0.1,CCOC(=O)[C@@H]1[C@H]2COc3ccccc3[C@H]2N2C(=O)N(c3cccc(F)c3)C(=O)[C@]12C
6,-14,0,3,-33,20,-12,-5,-28,-51,1.0,O=C(CNC(=O)c1ccccn1)N/N=C/c1ccc2c(c1)OCO2
-5,14,14,0,2,14,-1,8,18,13,0.5,COc1ccc(CN2CCN(C(=O)CN3C(=O)C4C5C=CC(C5)C4C3=O)CC2)c(OC)c1OC (configuration not stated)
-17,-10,-11,-1,5,-2,-3,6,-7,-17,-1.9,COc1ccc(/C=N/N=C2/NC(=O)C(c3ccccc3)(c3ccccc3)S2)cc1
9,-2,-15,-4,9,-1,-5,11,-9,-25,-0.3,CCOc1ccc2nc(NCCNC(=O)c3cc(OC)c(OC)c(OC)c3)c(C#N)cc2c1
-8,0,-2,0,6,9,1,-10,11,-7,-1.4,Cc1cc(C)n(CCN(C)C(=O)c2cc(COc3c(F)cccc3F)on2)n1
2,11,5,-6,7,5,2,-9,-4,-8,-1.0,CC(=O)Nc1nonc1-c1nc2ccccc2n1CCC#N
-12,9,-5,-5,11,10,1,0,9,-4,-2.4,O=C(NC1CCCCC1)C1CN(S(=O)(=O)c2ccccc2)CCN1S(=O)(=O)c1ccccc1 (configuration not stated)
2,8,-4,-6,-5,4,1,7,6,-4,-1.4,CNC(=S)Nc1cc(OC)c(NC(=O)c2ccco2)cc1OC
-73,-140,4,7,-131,14,-10,-11,·,·,-0.9,CCn1ccc(C(=O)Nc2ccc3c(c2)CCC3)n1
10,17,-34,1,-11,-2,-7,-10,-5,-15,-4.4,COc1ccccc1NC(=O)Cn1nc(-c2ccc3c(c2)OCCO3)ccc1=O
-104,-92,-9,1,-103,-15,-7,8,-36,-61,-2.3,O=C(Nc1nc2ccccc2n1CCN1CCCC1)c1ccc(Cl)cc1
-20,8,-2,4,18,8,-9,-9,23,12,-0.6,COc1ccc(C(=O)N/C(=C\c2cn(S(=O)(=O)N(C)C)c3ccccc23)C(=O)NC(C)C)cc1
-1,-3,9,-3,-8,6,-5,3,-28,-1,-2.0,Oc1ccc(-c2nnc(Nc3cccc(O)c3)c3ccccc23)cc1
-26,-23,-7,-7,-11,0,-4,-5,-12,-4,-1.7,O=C(O)CCCCCN1C(=O)C(O)=C(C(=O)/C=C/c2ccccc2)C1c1ccccc1[N+](=O)[O-] (configuration not stated)
-2,19,-3,-8,-22,1,-3,-5,10,9,-0.8,CC(NC(=O)c1cccc(S(=O)(=O)N2CCN(Cc3ccccc3)CC2)c1)c1ccccc1Cl (configuration not stated)
-15,-9,3,10,7,-3,1,-11,2,6,-1.8,Cc1cccc(C(=O)Nc2ccc(S(=O)(=O)N3CCOCC3)cc2)c1[N+](=O)[O-]
14,6,2,1,4,-2,-5,-12,-2,16,1.2,COc1ccc(-c2noc(CCC(=O)N3CCN(c4cccc(OC)c4)CC3)n2)cc1
3,-3,0,2,-11,4,-7,-4,17,-2,-3.3,COc1ccccc1C(=O)NC(=O)COC(=O)c1ccco1
-78,-84,-53,9,-172,-10,-9,12,-20,-34,1.2,O=C(Nc1ccc(Nc2ccccc2)cc1)c1ccco1
-8,9,-1,8,-2,6,-3,-5,·,·,-0.3,CCOC(=O)CNC(=O)Cn1cnc2c(nnn2-c2ccccc2)c1=O
-5,6,0,-7,-13,3,-2,3,0,-29,0.2,CCOc1ncccc1C(=O)Nc1ccccc1C(=O)NCc1ccc2c(c1)OCO2

Next structures:
SRC1 inh,SRC3 inh,EBV LMP1 NFkB,ABHD5-PLIN5 inh,LRH-1 inv ag,MC4R antag cAMP,NOD2-RIPK2 inh,TLR9-MyD88 block,COUP-TFII inh,NCOA2 inhibitor,MC4R barr agon,structure
-11,-2,3,3,-2,1,-4,-3,9,-13,-1.3,CCCCN(C(=O)c1ccc(OC(F)(F)F)cc1)c1c(N)n(CCC)c(=O)[nH]c1=O
5,10,-12,-2,10,3,-10,5,10,-5,-3.3,Cn1c(=O)n(C)c2cc([N+](=O)[O-])c(N3CCN(CCO)CC3)cc21
-9,16,-8,1,-2,2,0,6,-3,6,-1.4,Cc1c(Br)c([N+](=O)[O-])nn1CC(=O)N(C)Cc1ccccc1
-12,-13,-2,-3,-21,12,6,6,-19,20,-2.8,COc1cccc(CNC(=O)c2cc3c(cc2Cl)N2CCCCCC2=NS3(=O)=O)c1
-6,-6,-2,6,-3,-5,-9,-10,-1,25,1.6,CCn1c(=O)c(C(=O)NCc2ccccc2)c(O)c2ccccc21
9,-4,4,-3,-2,-2,1,7,1,5,-3.0,Cc1cccc(CSc2[nH]c(=O)ncc2C)c1
8,4,-8,1,16,5,-9,-7,-21,4,0.3,Cc1ccc(C2(C)NC(=O)N(CC(=O)Nc3cccnc3Cl)C2=O)cc1 (configuration not stated)
1,2,1,-4,-3,0,6,2,6,-7,-1.6,Cc1c(Cl)cccc1NC(=O)COC(=O)Cn1cnc2c1c(=O)n(C)c(=O)n2C
1,4,0,-1,-3,-1,-6,-1,-13,7,-2.0,Cc1c(Cl)cccc1NC(=O)CN1CCN(CCO)CC1
-7,5,-6,-2,0,22,2,6,-5,-9,1.1,COc1ccc(-n2c(C)cc(C(=O)CN3CCCCC3)c2C)cc1
4,4,1,-1,-4,2,-5,-6,-4,8,-1.3,CCc1cc(=O)oc2cc(C)cc(OC(C)C(=O)NCC(O)c3ccccc3)c12 (configuration not stated)
0,-12,-2,4,12,6,-2,6,-16,-17,-0.3,NS(=O)(=O)OCCCc1ccccc1
-9,-1,1,-6,-28,10,0,2,-11,-7,3.0,O=C(Nc1cccc(Cl)c1)C1=Cc2cc(Cl)ccc2OC1
-102,-100,-12,6,-108,6,2,6,-46,-51,0.2,COc1ncccc1-c1nnn(-c2ccccc2)n1
-3,7,-2,-3,1,23,-12,-19,-6,12,0.1,COC(=O)CCc1c(C)c(C(=O)c2ccc(F)cc2)c2ccccn12
-16,14,26,-3,-66,4,3,2,14,42,-1.4,Cc1cnc(NC(=O)C2COc3ccccc3O2)s1 (configuration not stated)
-9,-6,0,-3,-17,13,-5,3,-2,-3,-1.8,CCCCNC(=O)NC1(C(F)(F)F)Oc2ccccc2O1
-10,-10,-4,-1,-5,-3,-8,-1,6,-28,-0.6,Cc1csc(Nc2ccccc2)[n+]1C

Screens from PubChem BioAssay.
